LmPK inh = qHTS Assay for Inhibitors of Leishmania Mexicana Pyruvate Kinase (LmPK); Q27686; purified LmPK, Kinase-Glo ATP luminescence, 1 h; Potency, µM (doses to about 57.5 µM), without a hit: at the top dose activity change, negative = inhibition, actives largely listed as inhibitors; 0.37% of 290,000 active; AID 1721, 2009; also: potency is read from the fitted curve at half-maximal effect; % is scaled to controls: 0 for no effect and ±100 for the full control effect
Target sequence (Q27686 whole entry, looked up): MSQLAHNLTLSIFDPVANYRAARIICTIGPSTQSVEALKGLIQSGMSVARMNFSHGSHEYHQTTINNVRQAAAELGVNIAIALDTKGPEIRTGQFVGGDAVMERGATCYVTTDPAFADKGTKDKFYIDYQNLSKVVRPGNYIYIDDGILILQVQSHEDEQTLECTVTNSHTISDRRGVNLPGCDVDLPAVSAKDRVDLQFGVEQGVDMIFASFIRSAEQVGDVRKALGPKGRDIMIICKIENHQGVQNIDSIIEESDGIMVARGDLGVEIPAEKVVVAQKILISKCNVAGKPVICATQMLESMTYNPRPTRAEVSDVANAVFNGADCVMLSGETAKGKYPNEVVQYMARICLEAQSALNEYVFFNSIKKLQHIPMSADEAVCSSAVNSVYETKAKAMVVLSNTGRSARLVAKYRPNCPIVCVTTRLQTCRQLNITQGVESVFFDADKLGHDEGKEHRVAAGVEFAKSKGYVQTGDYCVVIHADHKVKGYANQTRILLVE
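Purified LmPK (0.1 nM) converted ADP (0.1 mM) to ATP with PEP (0.5 mM) in imidazole buffer pH 7.2 with KCl and MgCl2, 1 h at room temperature. ATP was read by Kinase-Glo luminescence; data normalized to uninhibited and no-enzyme controls.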
Pf growth 96h = Primary qHTS for delayed death inhibitors of the malarial parasite plastid, 96 hour incubation. P. falciparum luciferase reporter growth, 96 h. Potency, µM (titrated, usually from 28.7 µM), inactives show at the top dose activity change, negative = inhibition, most hits filed as inhibitors. 6.9% of 320,000 active. AID 504834, 2011; also: potency is read from the fitted curve at half-maximal effect; % is scaled to controls: 0 for no effect and ±100 for the full control effect
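P. falciparum expressing integrated firefly luciferase grown in erythrocytes (2% hematocrit, 0.05% parasitemia final) with compounds for 96 hours at 37 C, 5% CO2. Growth inhibition read as loss of luminescence after adding luciferase detection reagent.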
CHX counter = Cycloheximide Counterscreen for Small Molecule Inhibitors of Shiga Toxin; cell reporter, cycloheximide protein synthesis inhibition counterscreen; max response, %; AID 2314, 2010; 12% of 300,000 active; in the data active = max response mostly above about 13%, no sharp cut-off; inactive = mostly below about 14%; also: read at 38.3 µM for the half of the compounds with a filed dose; 0% is about no effect
Tb PYK inh = qHTS of Trypanosoma Brucei Inhibitors; Potency, µM (top dose mostly 76.8 µM), for inactives: at the top dose activity, negative = inhibition, hits mostly inhibitors; pyruvate kinase (Trypanosoma brucei), Q57TT1; 0.12% of 410,000 active; TbPYK enzyme, Kinase-Glo Plus ATP luminescence, 45 min; also: potency is read from the fitted curve at half-maximal effect; % is scaled to controls: 0 for no effect and ±100 for the full control effect; nearly all actives have a fitted effect of over 50% in size
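Glycolytic pyruvate kinase of T. brucei was incubated with substrate, test compound and 130 uM ADP for 45 minutes at room temperature. Luminescent Kinase-Glo Plus signal was measured after 10 minutes.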
AMA1 RON2 block = qHTS for Inhibitors of AMA1-RON; Towards Development of Antimalarial Drug Lead: Primary Screen | Potency, µM (series often up to 58.2 µM), without a hit: at the top dose activity change, negative = inhibition, actives largely listed as inhibitors | AlphaScreen AMA1-biotinylated RON2 peptide binding | 0.2% of 360,000 active;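 also: potency is read from the fitted curve at half-maximal effect; 0% = vehicle wells and -100% = peptide control; nearly all actives have a fitted effect of over 45% in size; some results filed as inactive show a strong effect at the top dose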
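AMA1 (3D7) with his tag at 25 nM final met compounds first, then biotinylated RON2 peptide at 25 nM; detection used donor plus acceptor beads, 10 µg/mL apiece, read by AlphaScreen after 30 min at room temperature.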
Pf growth 48h = Primary qHTS for delayed death inhibitors of the malarial parasite plastid, 48 hour incubation; AID 504832, 2011; 5.9% of 310,000 active; P. falciparum luciferase growth in erythrocytes, 48 h; Potency, µM (doses to about 28.7 µM), without a hit: at the top dose activity change, negative = inhibition, usual class: inhibitors; also: potency is read from the fitted curve at half-maximal effect; % is scaled to controls: 0 for no effect and ±100 for the full control effect
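Luciferase-expressing parasites in RBCs, 2% Hct / 0.1% parasitemia final; RPMI 1640 + 0.5% Albumax; 37 C, 5% CO2, one generation; luminescence read-out, lower signal = inhibition.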
Shiga toxin inh = A qHTS for Small Molecule Inhibitors of Shiga Toxin | 9.2% of 290,000 active | Vero cells, Shiga toxin protein synthesis inhibition reporter | inhibition, % at 38.7 µM | AID 2315, 2010; in the data active = inhibition mostly above about 28%, no sharp cut-off; inactive = mostly below about 43%; also: 0% is about no effect
* hit, by the source's call; i = inactive; u = inconclusive; x = not tested or not shown; [ ] = dose if it differs, or a comment. Unless noted, calls follow the shape of the dose curve; as a rule, active = well fitted curve in the direction sought with a large enough effect; inconclusive = small, poorly fitted or top-dose-only effect, or another doubt; inactive = no such curve, though single readings can be large; an effect the other way counts as inactive or inconclusive.

SMILES	LmPK inh	Pf growth 96h	CHX counter	Tb PYK inh	AMA1 RON2 block	Pf growth 48h	Shiga toxin inh
CCC(C#CCN1CCCCC1)(CC)OCCC#N	1%	0%	1	-6%	-4%	-3%	4
Cc1ccc(NC(=O)CN(C)CC(=O)Nc2ccc(N3CCOCC3)cc2)cc1F	-3%	-7%	7	0%	-3%	7%	19
Cc1nnc(SCC(=O)Nc2nc(-c3ccccc3)cs2)n1N	2%	28%	9	2%	-4%	0%	10
COc1ccc(NC(=O)C(c2cc3c(cc2[N+](=O)[O-])OCO3)N(C)c2ccccc2)cc1 (centres undefined)	-3%	-36%	19*	10%	-28%	6%	47
Cc1cc(/C=C2\SC(=Nc3ccc(N4CCOCC4)cc3)N(C)C2=O)c(C)n1-c1cccnc1	0%	u	-2	-12%	-26%	u	-10
Cc1cccc(NCc2cccc3ccccc23)n1	0%	u	41*	3%	-19%	-9%	54
Cc1ccc(OCCn2cncn2)c([N+](=O)[O-])c1	6%	u	-4	-10%	-3%	6%	14
C[C@H](NC(=O)c1cc2cc(Cl)ccc2n1C)C(=O)N1CCC(C(=O)O)CC1	7%	-6%	-3	1%	-13%	0%	-1
COc1ccc(CN2CCNC(=O)C2CC(=O)N2CCCO2)c(OC)c1 (centres undefined)	5%	u	7	-8%	0%	16%	-19
COc1ccccc1CNS(=O)(=O)c1ccc2c(c1)NC(=O)CO2	-13%	u	-12	0%	15%	23%	-16
COc1ccc(CNC(=O)C(c2ccc(O)cc2)N(Cc2ccco2)C(=O)c2snc(C(N)=O)c2N)cc1 (centres undefined)	-1%	-9%	2	3%	-4%	13µM*	-12
COc1ccc2cc(CO)n(C)c2c1	x	u	x	2%	-5%	12µM*	x
C=CCNc1nc(N)c([N+](=O)[O-])c(Nc2cccc(Cl)c2)n1	-7%	7%	1	1%	-10%	u	1
O=C(Cn1c(C(=O)N2CCN(C3CCCC3)CC2)cc2sccc21)c1ccccc1	4%	x	-8	2%	-5%	u	-24
Cc1cc(C)nc(SCC(=O)N/N=C/c2ccc3c(c2)OCO3)n1	-2%	-5%	39*	-7%	10%	27%	60*
CC(C)Cc1[nH]c(=O)c(C#N)c2c1CCCC2	1%	u	-2	0%	-1%	14%	-9
Cc1nn(C)c(Cl)c1CN1CCCC(C(=O)Nc2ccc(-c3cscn3)cc2)C1 (centres undefined)	2%	u	1	3%	-12%	u	-6
COc1cccc(NC(=O)CN(C)C(=O)CCCc2nc3ccccc3c(=O)[nH]2)c1	x	-9%	x	0%	-3%	-14%	x
O=C(NCc1ccco1)c1ccc2c(c1)N(Cc1ccccc1)CCS2	9%	u	8	0%	-2%	u	18
Cc1ccccc1NC(=O)CCl	-4%	u	9	-1%	3%	u	-11
COc1ccc(NC(=O)c2sc3nc(N4CCOCC4)c4c(c3c2N)CC(C(C)C)OC4)c(OC)c1 (centres undefined)	1%	u	-1	-6%	8%	u	-3
COc1ccc(C(OCC(O)CNC(C)c2ccccc2)c2ccc(OC)cc2)cc1 (centres undefined)	-2%	u	-4	1%	9%	10µM*	7
O=C(CN1CCCC1)NC1C2CC3CC(C2)CC1C3 (centres undefined)	0%	-8%	-3	1%	-14%	3%	-16
COc1ccccc1OCCNC(=O)CNC(=O)c1ccc(C(C)(C)C)cc1	x	u	x	1%	1%	u	x
O=C(CN1CCN(S(=O)(=O)c2ccccc2)CC1)Nc1ccc(Cl)c(Cl)c1	7%	u	-1	x	-13%	x	-7
COCc1cc(=O)[nH]c(SCC(=O)c2ccccc2)n1	1%	-20%	-2	-3%	1%	2.1µM*	-4
O=C(Nc1nc2ccccc2[nH]1)c1ccc([N+](=O)[O-])cc1	-2%	u	28*	-1%	112%[activator]	i	92*
O=C(O)C1CCCCC1C(=O)NCc1ccc(Cl)c(Cl)c1 (centres undefined)	4%	u	10	1%	-4%	37%[activator]	5
CCC1=Nc2cc(C(=O)N3CCC4(CC3)OCCO4)ccc2Sc2ccc(Br)cc21	8%	u	2	0%	-3%	u	-14
Cn1c(N2CCCC2)nc2c1c(=O)n(Cc1ccc(Cl)cc1)c(=O)n2C	-7%	u	-4	-1%	-27%	u	-12
COc1cccc(CC(=O)OCC(=O)NC2CCCCCC2)c1	-6%	69%[activator]	-1	-3%	-4%	38%[activator]	16
O=C(OC(C(=O)NCc1ccco1)c1ccc(Cl)cc1)c1cccs1 (centres undefined)	2%	87%[activator]	-2	3%	-6%	9%	0
Cn1cccc1C(=O)NC(=O)CSc1cccc[n+]1[O-]	5%	3%[5.75 µM]	3	-5%	11%	31%[activator]	24
COc1ccc(-c2c(C#Cc3ccsc3)c3cc(-c4ccc5c(c4)OCO5)ccc3n2C)cc1	x	u	x	-3%	0%	u	x
COc1cc(C)ccc1OCCOc1cc(C)ccc1Cl	-13%	u	7	-5%	35%[activator]	23%	26
O=C(COc1coc(CN2CCc3ccccc3C2)cc1=O)N1CCOCC1	x	-8%	x	-2%	7%	9%	x
CC1CCCN(C(=O)c2ccc3nc[nH]c3c2)C1 (centres undefined)	2%	23%	-3	-7%	-2%	x	-18
CCOC(=O)CN1N=C(c2ccc(C)cc2)CCC1=O	-1%	u	-1	2%	-4%	30%	0
CC(=O)Oc1cccc(NC(=O)c2ccc3c(c2)C(=O)N(CC(C)C)C3=O)c1	-1%	199%[activator]	28*	-13%	4%	21%[0.00184 µM]	128*
CCn1nnnc1SCC(=O)Nc1ccc(N(C)C)cc1	-4%	-5%	25*	-10%	-9%	118%[activator]	44*
CC(=NCC1CCCO1)c1c(O)n(Cc2ccccc2)c(=O)[nH]c1=O (centres undefined)	-4%	60%[activator]	-1	-2%	-9%	0%	9
C[C@]12CCC(=O)C=C1CC[C@H]1[C@@H]3CC[C@](O)(C(=O)CO)[C@@]3(C)C[C@H](O)[C@@]12F	x	u	x	2%	x	-12%	x
O=C1CC(c2ccccc2)CC2=C1CN(C1CCCCC1)CN2 (centres undefined)	-1%	-1%	-5	-1%	-8%	4%	-3
CCN(CC)CCN(C(=O)CN1C(=O)CCC1=O)c1nc2cc3c(cc2s1)OCO3	6%[11.5 µM]	4%	15	-6%	3%	13%	15
N#CC1=C(S)N(c2ccc(F)cc2)C(c2ccco2)NC1=O (centres undefined)	3%	1%	-2	-13%	-14%	-5%	3
COCC(=O)N/N=C\c1ccccc1OC/C=C/c1ccccc1	-6%	232%[activator]	-1	-5%	35%[activator]	-2%	-7
C[n+]1c(-c2ccccc2)cc(-c2ccc(O)cc2)cc1-c1ccccc1	0%	2.1µM*	-2	0%	0%	u	-3
COc1ccccc1OCC(=O)N/N=C/c1cccc2cccnc12	-1%	13µM*	-4	-6%	35%[activator]	3%	-9

Some of the entries so far, with each value named:
Structure: COCC(=O)N/N=C\c1ccccc1OC/C=C/c1ccccc1
  LmPK inh: -6%
  Pf growth 96h: 232%[activator]
  CHX counter: -1
  Tb PYK inh: -5%
  AMA1 RON2 block: 35%[activator]
  Pf growth 48h: -2%
  Shiga toxin inh: -7
Structure: CCN(CC)CCN(C(=O)CN1C(=O)CCC1=O)c1nc2cc3c(cc2s1)OCO3
  LmPK inh: 6%[11.5 µM]
  Pf growth 96h: 4%
  CHX counter: 15
  Tb PYK inh: -6%
  AMA1 RON2 block: 3%
  Pf growth 48h: 13%
  Shiga toxin inh: 15

Continuation:
SMILES	LmPK inh	Pf growth 96h	CHX counter	Tb PYK inh	AMA1 RON2 block	Pf growth 48h	Shiga toxin inh
CCOC(=O)C1CCCN(S(=O)(=O)c2c(C)noc2C)C1 (centres undefined)	2%	7%	-3	-5%	-2%	86%[activator]	-8
CCOC(=O)c1cnc2c(cnn2C)c1Oc1ccc(OC)cc1	-14%	u	0	-1%	-15%	u	-2
COc1ccccc1NC(=S)NCc1ccc2c(c1)cc(C)n2C	2%	0%	-3	1%	u	-10%	5
COCC1CCN(C(=O)C2CCC(=O)N(C3CCCCCC3)C2)CC1 (centres undefined)	-5%	u	12	-13%	0%	1%	-9
CCOc1ccc(S(=O)(=O)N2CCC(C(=O)N3CCN(Cc4ccccc4)CC3)CC2)cc1	-5%	1%	5	0%	-16%	9.3µM*	-10
CN1C2=CC=CC=CC2=[N+](C)C12C=CC(=[N+]([O-])[O-])C=C2[N+](=O)[O-] (centres undefined)	-25%	41%[activator]	-2	-14%	u	-3%	10
CCOC(=O)CSC(=S)NC(=O)c1ccc(OC)cc1	-3%	22%	2	0%	3%	14%	12
Cc1cc(NC(=O)COC(=O)C2CC(=O)N(c3ccccc3)C2)no1 (centres undefined)	0%	16%	-4	-6%	-1%	29%	-9

Single records, as listed above:
CCOC(=O)CSC(=S)NC(=O)c1ccc(OC)cc1 as listed: LmPK inh = -3%; Pf growth 96h = 22%; CHX counter = 2; Tb PYK inh = 0%; AMA1 RON2 block = 3%; Pf growth 48h = 14%; Shiga toxin inh = 12
CN1C2=CC=CC=CC2=[N+](C)C12C=CC(=[N+]([O-])[O-])C=C2[N+](=O)[O-] (centres undefined) as listed: LmPK inh = -25%; Pf growth 96h = 41%[activator]; CHX counter = -2; Tb PYK inh = -14%; AMA1 RON2 block = u; Pf growth 48h = -3%; Shiga toxin inh = 10

Further structures follow.
SMILES	LmPK inh	Pf growth 96h	CHX counter	Tb PYK inh	AMA1 RON2 block	Pf growth 48h	Shiga toxin inh
Cc1ccc(Cl)cc1NC(=O)COC(=O)CN1C(=O)C2CCCCC2C1=O (centres undefined)	x	u	x	-9%	1%	-2%	x
Cc1ccc(CNC(=O)CN(CCc2ccccc2)S(C)(=O)=O)cc1	-1%	19%	-4	6%	-11%	13%	-15
CC(=O)Nc1ccc(N=c2cc([N+](=O)[O-])cc(Cl)n2O)cc1	-8%	-1%	-5	-6%	95%[activator]	-19%	-8
CCOC(=O)c1c(NC(=O)C(C)S(=O)(=O)c2cn(CC)c3ccccc23)sc2c1CCCC2 (centres undefined)	0%	u	-3	-6%	-17%	u	0
NC(=O)C1CCN(c2ccc(C(F)(F)F)cc2[N+](=O)[O-])CC1	6%	3%	1	-3%	-5%	-2%	12
C/C(=N/OCC(=O)Nc1ccc(C)cc1C)c1cccs1	-3%	x	2	7%	1%	-27%	-14
Cc1cccc(NC(=O)c2cc[n+]([O-])cc2)c1C	0%	14%	-8	-2%	-5%	12%	-8
CC1CCC/C(=C\Nc2ccccc2C(=O)O)C1=O (centres undefined)	1%	u	-3	-10%	23%	18%	-5
CC(C)(C)NC(=O)C(c1ccc(OCC(N)=O)cc1)N(C(=O)c1cccnc1)C1CC1 (centres undefined)	-7%	u	1	3%	-10%	-2%	-1
COC(=O)Cc1ccc(N(Cc2ccccc2F)S(=O)(=O)c2ccc(C)cc2)cc1	0%	u	-1	-7%	u	u	5
COc1ccccc1OCc1ccc(C(=O)OCC2CCCO2)o1 (centres undefined)	-4%	53%[activator]	41*	-4%	0%	48%[activator]	23
